# S1P3 antagonist: antagonists of human S1P3 receptor; Q99500; CHO S1P3 NFAT-BLA reporter, FRET fluorescence, antagonist mode; inhibition, % at 4.98 µM; hit rate 0.27% among 170,000;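 active = inhibition above the plate cutoff, the mean inhibition of test wells on that plate plus 3 SD, cut at about 28% in these data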;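 note: cells challenged with S1P at its EC80 of 0.8 µM; blue over green emission ratio from cleaved BLA substrate after 4 h stimulation; 0% = S1P-stimulated wells and 100% = unstimulated DMSO-only wells; some compounds past the cut are filed as inactive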
# Target sequence (Q99500 whole entry, looked up): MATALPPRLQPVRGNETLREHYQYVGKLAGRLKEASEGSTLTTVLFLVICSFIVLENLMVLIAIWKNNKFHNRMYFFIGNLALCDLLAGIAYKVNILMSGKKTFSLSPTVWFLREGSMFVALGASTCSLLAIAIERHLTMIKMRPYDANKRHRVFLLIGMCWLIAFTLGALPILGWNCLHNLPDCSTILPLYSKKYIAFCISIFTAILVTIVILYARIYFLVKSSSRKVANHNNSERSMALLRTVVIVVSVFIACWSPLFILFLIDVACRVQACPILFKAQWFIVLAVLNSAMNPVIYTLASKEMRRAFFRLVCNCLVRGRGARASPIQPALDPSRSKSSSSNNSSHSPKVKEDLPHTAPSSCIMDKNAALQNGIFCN
# PPARg SRC3 recr: promotes SRC-3 coactivator recruitment by human PPARgamma; P37231; biochemical PPARgamma/SRC-3 coactivator recruitment assay; activation, % at 8 µM; hit rate 0.26% among 200,000; AID 731; in the data active = activation above about 23%;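 note: 0% = DMSO and 100% = reference agonist; some compounds past the cut are filed as inactive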
# Target sequence (P37231 whole entry, looked up): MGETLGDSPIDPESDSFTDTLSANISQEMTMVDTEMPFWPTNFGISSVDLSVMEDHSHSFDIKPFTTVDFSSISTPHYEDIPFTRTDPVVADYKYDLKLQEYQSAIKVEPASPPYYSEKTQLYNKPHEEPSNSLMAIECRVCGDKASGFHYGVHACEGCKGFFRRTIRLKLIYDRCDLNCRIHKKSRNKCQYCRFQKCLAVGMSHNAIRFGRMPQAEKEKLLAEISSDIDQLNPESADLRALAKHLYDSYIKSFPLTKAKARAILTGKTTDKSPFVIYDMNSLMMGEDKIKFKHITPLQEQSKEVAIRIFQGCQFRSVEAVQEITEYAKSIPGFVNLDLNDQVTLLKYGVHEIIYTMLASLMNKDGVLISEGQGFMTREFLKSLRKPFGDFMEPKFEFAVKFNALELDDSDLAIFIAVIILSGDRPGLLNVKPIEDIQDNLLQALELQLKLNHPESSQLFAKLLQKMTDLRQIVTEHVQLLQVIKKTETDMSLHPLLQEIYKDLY
# Redox H2O2 prof: compounds producing H2O2 with reducing agent – biochemical, NIH compound library profiling, artefact control for MLSCN library redox annotation, primary screen. activation, % at 10 µM. hit rate 0.03% among 200,000. DTT-dependent redox cycling H2O2, phenol red/HRP absorbance; 100% = 100 µM peroxide control, 0% = buffer;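 active = activation of at least 50% relative to the plate's high and low controls in the primary single-dose screen; inactive = activation below 50%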;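 note: compound incubated with DTT at 0.8 mM final as the reducing agent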
# bIAP inh: intestinal alkaline phosphatase (bovine) inhibition | purified bovine IAP, CDP-star luminescence, 30 min | inhibition, % at 20 µM | 190,000 tested, under 10 active | AID 1019;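 active = over 50% inhibition of intestinal alkaline phosphatase at 20 µM in the single-dose screen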
#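 Assay system – bovine IAP enzyme · Quantity – bovine IAP at 1/65,000,000 final dilution · Detection – CDP-star luminescence signal · Times – 30 min reaction at room temperature · Also added – CDP-star substrate at 30 µM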
# PPARg SRC2 recr: PPARgamma-driven SRC-2 recruitment agonism; P37231; AID 1032; activation, % at 8 µM; hit rate 0.34% among 200,000; PPARgamma LBD-SRC-2 recruitment, biochemical; in the data active = activation above about 22%;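 note: 0% = vehicle and 100% = reference agonist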
# ROMK mod: modulators of human ROMK potassium channel | P48048 | Tet-inducible ROMK, thallium flux fluorescence; actives lie on both sides | B-score at 10 µM | hit rate 2% among 130,000;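 active = signal ratio slope over the read window, or its plate-corrected B-score, at least 3 SD from the plate mean, either direction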;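 note: B-score of the F/F0 ratio slope over 7 to 12 s after thallium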
# TLR4 MyD88 comp: blocks binding of human TLR4 to MyD88 | AID 861 | inhibition, % at 8.4 µM | HeLa CL3-4 TLR4/MyD88 BLA complementation, FRET ratio | O00206+Q99836 | hit rate 0.18% among 200,000; in the data active = inhibition above about 25%;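 note: 0% = vehicle and 100% = reference inhibitor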
# L major viab: reduces viability of Leishmania major promastigotes; inhibition, % at 10 µM; hit rate 9% among 200,000; resazurin fluorescence viability; in the data active = inhibition above about 50%;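 note: promastigotes grown with compound for 44 hours at 28 °C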
# PPARg SRC-1 ag: agonists of human PPARgamma SRC-1 coactivator recruitment; P37231; PPARgamma-SRC-1 coactivator recruitment biochemical assay; activation, % at 8 µM; hit rate 0.41% among 200,000; in the data active = activation above about 19%;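 note: 0% = DMSO and 100% = reference agonist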
# SRC2 TRFRET art: counter-screen for PPARgamma SRC-2 recruitment agonists: TR-FRET artefact; hits give high values; TR-FRET ratio at 8 µM; hit rate 0.4% among 200,000; AID 1049; in the data active = TR-FRET ratio above about 2000; note: inactives centre near 1500; reference of the scale not given here
# bIAP act: increases bovine intestinal alkaline phosphatase activity | purified bovine IAP, CDP-star luminescence, 30 min; hits give high values; fold of DMSO-control signal, blank-subtracted | activation factor at 20 µM | hit rate 0.17% among 200,000 | AID 1016;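 active = activation factor of 2 or more at 20 µM, a signal rise over negative controls twice the positive control's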
# The depositor's hits bear a star; . = not tested or not shown; & = joins results of further samples.
SMILES,S1P3 antagonist,PPARg SRC3 recr,Redox H2O2 prof,bIAP inh,PPARg SRC2 recr,ROMK mod,TLR4 MyD88 comp,L major viab,PPARg SRC-1 ag,SRC2 TRFRET art,bIAP act
CCCC(=O)c1ccc(N2CCN(C(=O)c3ccc(Br)cc3)CC2)c(F)c1,-58,1,1.7,3,8,.,3,-2,2,1498,1
Cc1cccc(OCc2nnc(SCc3nc4cc(C(F)(F)F)ccc4c(=O)[nH]3)o2)c1,-5,-10,-0.1,-3,-2,-0.052,5,-4,-2,1557,1
Cc1ccccc1OCCN1C(=O)C(=O)c2cccc(C)c21,-6,3,-0.2,-8,0,-1.3,-4,-1,5,1485,1.1
CCOC(=O)C1CCCN(C(=O)c2ccc([N+](=O)[O-])c(C)c2)C1 (stereo not given),-11,8,-0.3,-4,0,0.11,-4,-8,7,1509,1
C=CCN1C(=O)CN=C1Nc1cc(C)cc(C)c1,.,-9,-0.6,-2,7,-0.14,-4,0,16,1723,1
CC12CC3(C)CC(C)(C1)CC(C(N)=O)(C2)C3,-15,0,0.1,-9,5,.,-4,2,-2,1557,1.1
COc1cccc(-c2csc3nnc(SCC(=O)c4ccc(NC(C)=O)cc4)n23)c1,10,-11,2.7,7,7,-0.32,-14,-7,2,1676,0.9
CCOC(=O)Nc1nc(-c2ccc(F)cc2F)cs1,-3,4,-0.7,16,4,-0.44,-4,-8,-5,1623,0.8
O=C(COC(=O)c1ccco1)NCC1CCCO1 (stereo not given),-22,-2,1.9,9,-5,1.5,-1,-3,7,1475,0.9
COc1ccc(OCC(=O)N2CCN(C(=O)COc3ccc(Br)cc3)CC2)cc1,-1,-1,1.7,5,-10,.,5,0,1,1514,1
c1csc(Cn2c(-c3cccs3)nc3ccccc32)c1,3,-3,-0.1,.,4,-0.94,-10,7,0,1490,0.4
Cc1onc(-c2ccccc2)c1C(=O)NC(C)C1CCCO1 (stereo not given),-9,1,1.7,7,10,.,-3,-3,3,1537,0.9
Cc1ccc(N(C)C(=O)n2cnc3ccccc32)cc1,-1,1,-1.6,-5,-2,-0.22,4,-5,10,1698,1
COc1ccc(OC)c(NC(=S)N(CCc2c(C)[nH]c3ccccc23)Cc2cccs2)c1,2,3,0.7,6,-3,0.74,14,26,0,1540,0.9
CC(C)OP(=O)(OC(C)C)C(Nc1ccccc1)c1ccccc1C(F)(F)F (stereo not given),4,-1,-0.3,14,-6,0.11,6,94*,0,1541,0.9
O=C(CCn1nnc2ccccc21)N1CCN(c2ccccc2)CC1,-23,-7,0.6,22,1,-0.83,-12,15,0,1402,0.8
CCCCOC(=O)C(C#N)c1nc2ccccc2nc1N1CCN(Cc2ccc3c(c2)OCO3)CC1 (stereo not given),5,-3,-0.4,27,2,-0.1,-3,69*,2,1390,0.7
COc1ccccc1NC(=O)Nc1ccc(N2CCOCC2)cc1,0,3,-0.3,-8,3,0.04,2,4,0,1476,1.1
COc1ccc(C(=O)Nc2ccc3c(c2)nc(CN2CCCC2)n3C)cc1,8,-1,1.2,2,10,-0.63,-5,1,2,1655,1
O=C(CCc1nnc(CCCc2ccccc2)o1)NCCc1ccccc1,-11,-6,0.1,6,1,-0.21,6,-6,-2,1503,0.9
C=CCC(CC=C)(NC(=O)c1ccccc1)c1ccccc1,.,-4,-7.5,-5,0,0.91,7,-2,10,1410,1.1
CNc1nccc(-c2ccc(Cl)cc2)c1C#N,-8,6,0.0,-2,2,-3.4*,-8,-6,0,1577,1
S=C(NC1CCCC1)N1CCN(c2ccc(Cl)cc2)CC1,16,4,-0.4,1,3,-0.23,-8,-2,0,1530,1
CCOC(=O)C1=C(C)N(c2ccccc2)C(=O)/C1=C\c1ccco1,-10,1,-0.1,18,6,0.31,-11,25,1,1562,0.8
COCCOC(=O)C1=C(C)N(c2ccccc2)C(=S)NC1c1ccccc1C(F)(F)F (stereo not given),-3,1,-0.2,5,6,0.03,-26,15,9,1718,0.9

# Shown as tab-separated lines: part of the list above
smiles	S1P3 antagonist	PPARg SRC3 recr	Redox H2O2 prof	bIAP inh	PPARg SRC2 recr	ROMK mod	TLR4 MyD88 comp	L major viab	PPARg SRC-1 ag	SRC2 TRFRET art	bIAP act
c1csc(Cn2c(-c3cccs3)nc3ccccc32)c1	3	-3	-0.1	.	4	-0.94	-10	7	0	1490	0.4
Cc1onc(-c2ccccc2)c1C(=O)NC(C)C1CCCO1 (stereo not given)	-9	1	1.7	7	10	.	-3	-3	3	1537	0.9

# Next section.
SMILES,S1P3 antagonist,PPARg SRC3 recr,Redox H2O2 prof,bIAP inh,PPARg SRC2 recr,ROMK mod,TLR4 MyD88 comp,L major viab,PPARg SRC-1 ag,SRC2 TRFRET art,bIAP act
CCOC(=O)Cc1nnc(NC(=O)CSc2ccc(Cl)cc2)s1,.,10,-4.9,14,1,.,7,-3,-2,1421,0.9
Cc1c(C(=O)NC(=S)NCc2cccnc2)oc2ccccc12,-6,3,-0.7,-1,8,0.077,0,-6,0,1588,1
CCc1nnc(NC(=O)c2ccc(S(=O)(=O)N(CC)Cc3ccccc3)cc2)o1,0,-2,-0.7,-12,3,.,-8,99*,-2,1509,1.1
C(=C\c1ccco1)/C1=NN(c2ccccc2)C(c2ccco2)C1 (stereo not given),3,6,0.5,30,8,.,15,7,4,1547,0.7
Cc1ccc(S(=O)(=O)c2c(C)cc(C)nc2Oc2cccc(C(F)(F)F)c2)cc1,.,-4,-2.5,6,-3,0.063,1,6,-2,1393,0.9
COc1ccc(/C=C2\CCn3c2nc2cc(C(=O)O)ccc2c3=O)cc1O,-1,3,0.6,11,13,.,-9,1,13,1702,0.9
Cn1c2c(c(=O)n(C)c1=O)C(c1ccccc1Cl)CC(=O)N2 (stereo not given),.,-1,-0.9,4,0,.,-7,0,-2,1562,1
COc1ccc(C(CNC(=O)COc2ccccc2-c2ccccc2)N2CCOCC2)cc1 (stereo not given),-1,-5,-0.5,-19,3,-0.61,0,35,12,1601,1.2
Cc1nnc(N(C)C(=O)c2ccccn2)s1,.,-2,3.1,0,0,.,-6,-5,-6,1531,1
Cn1c(=O)cc(SCC(=O)Nc2ccccn2)c2ccccc21,-11,65*,-2.1,8,59*,.,0,-2,45*,2585*,0.9
C=CCc1cc(OC)ccc1OCC(O)CN1CCN(c2ccc(OC)cc2)CC1 (stereo not given),8,4&1,2.6&0.0,-9&-11,10&9,-0.2,0&-8,16&4,0&-3,1534&1662,1.1&1.1
c1ccc(-c2nc3cc4ccccc4cc3[nH]2)nc1,.,6,3.2,-4,-5,.,0,100*,3,1532,1
CCN(CC)C(=O)CSc1nc(O)c(Cc2ccccc2)c(=O)n1-c1ccccc1,.,5,-2.9,6,6,.,17,-4,5,1494,0.9
CN(C)C(=O)CN(c1ccc2c(c1)OCO2)S(C)(=O)=O,.,10,0.0,-2,7,.,-16,-3,6,1647,1
CCCCNC(c1ccccc1)c1ccncc1 (stereo not given),.,3,0.1,9,1,-0.25,-9,4,2,1417,0.9
Cc1ccc(N(C(=O)CCC(=O)Nc2nccs2)C(C(=O)NC(C)(C)C)c2ccc(O)cc2)cc1 (stereo not given),-15,1,-0.6,-22,-2,-0.089,2,-6,1,1471,1.2
O=C(Cc1ccccc1)NCc1ccc2c(c1)OCO2,.,-6,0.2,17,-1,1.1,7,-4,0,1270,0.8
CC1Cc2nc(SCC(N)=O)n(C)c(=O)c2S1 (stereo not given),-25,8,-0.8,8,3,.,-26,-4,6,1455,0.9
CC1CCN(c2[nH]c(=S)c(C#N)c3c2CCCC3)CC1,.,-4,3.4,32,7,.,-2,100*,9,1759,0.7
CCOC(=O)Cc1csc(NC(=O)c2cccs2)n1,10,-4,-2.7,1,6,.,13,-2,1,1357,1
Cc1cc(C(=O)N/N=C/c2cccnc2)c(C)o1,.,1,-1.3,10,0,.,-6,-4,4,1525,0.9
Cc1cccc(CN2CCN(c3nc4nonc4nc3NC3CC3)CC2)c1,-21,-2,6.4,-30,0,0.038,2,4,3,1522,1.3
COc1cc(/C=C/c2ccc3cccc(OC)c3n2)c(OC(C)=O)c([N+](=O)[O-])c1,.,11,0.7,24,11,.,10,14,2,1691,0.8
O=C(COC(=O)c1cccnc1Cl)Nc1ncc(Cl)cc1Cl,-11,-3,-1.9,-8,-3,-0.027,-11,-4,-6,1353,1.1
Cc1nc(Nc2cccc(C(C)O)c2)c2nnn(Cc3ccc(F)cc3)c2n1 (stereo not given),0,2,-0.6,-4,-4,0.14,1,26,0,1481,1

# (list continues)
SMILES,S1P3 antagonist,PPARg SRC3 recr,Redox H2O2 prof,bIAP inh,PPARg SRC2 recr,ROMK mod,TLR4 MyD88 comp,L major viab,PPARg SRC-1 ag,SRC2 TRFRET art,bIAP act
CCn1cc(C(=O)NCCCOC)c(=O)c2cc(S(=O)(=O)N(C)C)ccc21,-14,14,-0.8,36,5,.,-8,-4,8,1483,0.6
COc1ccc(S(=O)(=O)Nc2ccccn2)cc1C,-8,4,0.2,-2,6,0.87,-11,-8,7,1756,1
O=C(N/N=C/c1ccc(Cl)cc1)C1CC12CCC2 (stereo not given),10,2,-0.3,-7,-3,.,-3,9,2,1611,1.1
COc1ccc(CN(C)CC(=O)Nc2cccc(S(N)(=O)=O)c2)c(OC)c1OC,3,-3,-0.3,-12,-1,1.1,2,-5,-4,1278,1.1
CCOC(=O)C(CCCCOc1ccc([N+](=O)[O-])cc1)C(=O)OCC,.,-2,1.1,11,-2,.,7,2,-3,1392,0.9
C=CCn1c(Oc2ccccc2)nc2c1c(=O)n(C)c(=O)n2C,9,1,-0.1,-4,0,0.23,4,-4,-1,1485,1
COCCN(CCOC)C(=O)COC(=O)c1ccc(Cl)c(S(=O)(=O)N(C)c2ccccc2)c1,-16,3,-0.5,8,7,0.22,-12,-4,3,1796,0.9
Cc1cc(C)cc(OCC(=O)Nc2cccc(-c3nc4ncccc4o3)c2)c1,8,-1,-3.0,14,-2,.,-13,7,5,1472,0.9
Cc1cc(=O)[nH]c(SCC(=O)NCCc2ccccc2)n1,.,0,-0.1,-2,2,0.32,17,-8,5,1456,1
CC(C)(C)c1[nH]nc2c1C(C1C=CCCC1)C(C#N)=C(N)O2 (stereo not given),.,-2,0.2,29,5,-0.18,2,83*,-6,1669,0.7
Cc1ccccc1OCC(=O)NN1Cc2ccccc2C1=N,.,-6,0.5,27,12,-0.15,-2,4,6,1538,0.7
COc1ccc(C(=O)O/N=C(\C)c2cnccn2)cc1,-10,3,-0.6,5,9,0.32,7,4,3,1484,0.9
CC(=O)N1CCN(c2ccc(NC(=O)C(C)Oc3ccc(Cl)cc3Cl)cc2)CC1 (stereo not given),.,1,-0.3,-15,3,0.18,1,-4,-5,1791,1.1
Cc1csc(NC(=O)c2ccc(C)o2)n1,-11,1,-0.4,11,6,.,-3,1,2,1630,0.9
C(=C/c1ccnc2nc(SC/C=C/c3ccccc3)nn12)/c1ccccc1,.,9,3.5,3,10,.,4,-4,4,1683,1

# Taken from above.
# Result of CCOC(=O)C(CCCCOc1ccc([N+](=O)[O-])cc1)C(=O)OCC in SRC2 TRFRET art: 1392
# Result of CC(=O)N1CCN(c2ccc(NC(=O)C(C)Oc3ccc(Cl)cc3Cl)cc2)CC1 (stereo not given) in PPARg SRC3 recr: 1
# Result of O=C(N/N=C/c1ccc(Cl)cc1)C1CC12CCC2 (stereo not given) in S1P3 antagonist: 10
# Result of Cc1cc(C)cc(OCC(=O)Nc2cccc(-c3nc4ncccc4o3)c2)c1 in bIAP act: 0.9
